# Screens as filed in PubChem BioAssay.
# AmpC inh no detg: AmpC beta-lactamase inhibition without detergent; P00811; AmpC nitrocefin hydrolysis, absorbance 480 nm, 0.0001% Triton; Potency, µM (doses to about 57.1 µM), for inactives: top-dose activity change, negative = inhibition, most hits filed as inhibitors; 0.52% of 330,000 active; AID 485341;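 further: potency means the concentration at half of the fitted maximal effect; plate controls were no compound for no effect and no enzyme for full effect; nearly all actives have a fitted effect of over 20% in size; some results filed as inactive show a strong effect at the top dose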
# Target sequence (P00811 whole entry, looked up): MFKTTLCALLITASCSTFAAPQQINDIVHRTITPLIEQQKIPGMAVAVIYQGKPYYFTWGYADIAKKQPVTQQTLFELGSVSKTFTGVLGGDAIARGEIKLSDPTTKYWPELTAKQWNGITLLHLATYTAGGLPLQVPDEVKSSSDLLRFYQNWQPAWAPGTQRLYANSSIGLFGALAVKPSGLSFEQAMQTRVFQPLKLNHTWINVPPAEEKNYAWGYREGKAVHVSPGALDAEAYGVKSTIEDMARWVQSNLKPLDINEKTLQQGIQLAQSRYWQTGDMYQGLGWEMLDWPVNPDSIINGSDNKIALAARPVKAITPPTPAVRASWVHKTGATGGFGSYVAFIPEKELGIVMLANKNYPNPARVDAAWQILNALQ
#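 20 mM phosphate pH 7.0 + 0.01% (detergent screen) or 0.0001% Triton X-100; 5.3 nM AmpC reagent; cpd preinc 15 min RT; nitrocefin (800 uM stock) to start; A480 q20 s × 4 min; Activity was normalised to no-enzyme and no-compound control wells.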
# TbPYK inhibitor: T. brucei pyruvate kinase inhibition; Potency, µM (doses to about 76.8 µM), for inactives: at the highest dose activity, negative = inhibition, usual class: inhibitors; Q57TT1; TbPYK enzyme, Kinase-Glo Plus ATP luminescence, 45 min; AID 624173; 0.12% of 410,000 active; further: potency means the concentration at half of the fitted maximal effect; nearly all actives have a fitted effect of over 50% in size
#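 Luminescent Kinase-Glo Plus end-point after 45 min room-temperature reaction of T. brucei pyruvate kinase started with 130 uM ADP (final). Buffer TEA 50 mM pH 7.2 with KCl, MgCl2, BSA, Tween-20; titration-based qHTS with fitted concentration-effect curves.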
# AmpC detergent: blocks E. coli AmpC beta-lactamase in detergent assay; P00811; AmpC hydrolysis of nitrocefin, absorbance 480 nm, 0.01% Triton; Potency, µM (titrated, usually from 114 µM), inactives show top-dose activity change, negative = inhibition, actives largely listed as inhibitors; 0.041% of 370,000 active;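 further: potency means the concentration at half of the fitted maximal effect; 0% = no-compound wells and -100% = no-enzyme wells; nearly all actives have a fitted effect of over 25% in size; some results filed as inactive show a strong effect at the top dose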
#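 20 mM phosphate pH 7.0 + 0.01% (detergent screen) or 0.0001% Triton X-100; 5.3 nM AmpC reagent; cpd preinc 15 min RT; nitrocefin (800 uM stock) to start; A480 q20 s × 4 min; Activity was normalised to no-enzyme and no-compound control wells.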
# LmPK inh: inhibitors of Leishmania mexicana pyruvate kinase; Potency, µM (doses to about 57.5 µM), inactives show at the highest dose activity change, negative = inhibition, usual class: inhibitors; Q27686; purified LmPK, Kinase-Glo ATP luminescence, 1 h; 0.37% of 290,000 active; further: potency means the concentration at half of the fitted maximal effect
# Target sequence (Q27686 whole entry, looked up): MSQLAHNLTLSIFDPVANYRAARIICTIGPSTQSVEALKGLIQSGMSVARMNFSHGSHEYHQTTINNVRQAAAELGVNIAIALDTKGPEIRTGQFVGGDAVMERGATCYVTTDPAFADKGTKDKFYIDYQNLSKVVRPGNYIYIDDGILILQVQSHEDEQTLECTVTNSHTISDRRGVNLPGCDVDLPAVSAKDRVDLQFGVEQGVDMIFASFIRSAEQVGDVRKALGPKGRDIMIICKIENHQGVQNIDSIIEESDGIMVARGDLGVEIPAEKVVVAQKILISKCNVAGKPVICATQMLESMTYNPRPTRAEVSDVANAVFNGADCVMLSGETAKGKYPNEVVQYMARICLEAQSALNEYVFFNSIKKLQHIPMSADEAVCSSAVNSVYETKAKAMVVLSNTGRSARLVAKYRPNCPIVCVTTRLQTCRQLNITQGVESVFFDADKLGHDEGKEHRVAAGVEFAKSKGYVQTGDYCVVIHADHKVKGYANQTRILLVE
#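 In 50 mM imidazole pH 7.2 with 7 mM MgCl2, LmPK (0.1 nM) turned over PEP (0.5 mM) and ADP (0.1 mM) for 1 h at room temperature. Luciferase read-out of ATP.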
# AMA1 RON2 block: disrupts binding of P. falciparum AMA1 to RON2 | AlphaScreen AMA1-biotinylated RON2 peptide binding | Potency, µM (series often up to 58.2 µM), inactives show at the top dose activity change, negative = inhibition, usual class: inhibitors | 0.2% of 360,000 active;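 further: potency means the concentration at half of the fitted maximal effect; 0% = vehicle wells and -100% = peptide control; nearly all actives have a fitted effect of over 45% in size; some results filed as inactive show a strong effect at the top dose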
#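 AMA1 (3D7) with his tag at 25 nM final met compounds first, then biotinylated RON2 peptide at 25 nM; detection used donor plus acceptor beads, 10 µg/mL apiece, read by AlphaScreen after 30 min at room temperature.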
# HCMV antiviral: human cytomegalovirus inhibition; HFF cells, HCMV-luciferase reporter, 72 h; stronger effect = lower value; activity change, negative = inhibition, % at 57.5 µM; 4.5% of 410,000 active; in the data active means activity change below about -60%; inconclusive means no clear call, values can overlap the other calls; inactive means above about -39%
#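 After 16 h attachment at 37C, HFF cells received test compound and HCMV-luciferase (1 PFU/cell); reporter luminescence read 72 h later, data normalized against buffer-only and known inhibitor Salinomycin.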
# Sm TGR block: S. mansoni TGR enzyme inhibition; purified TGR, DTNB reduction, TNB absorbance 405 nm; Potency, µM (highest dose often 114 µM), for inactives: at the highest dose activity change, negative = inhibition, most hits filed as inhibitors; 3% of 360,000 active; further: potency means the concentration at half of the fitted maximal effect; nearly all actives have a fitted effect of over 60% in size
#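 Kinetic colorimetric format: TGR-catalysed, NADPH-driven DTNB reduction monitored via TNB absorbance. Enzyme dispensed at 20 nM; compound exposure 15 min at room temperature before reaction start.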
# The depositor's hits bear a star; ? = inconclusive; . = no result given; & = joins results of further samples; [ ] = another dose, or the depositor's remark. Unless noted, the call rests on the fitted dose curve; in most records, active means well fitted curve in the direction sought with a large enough effect; inconclusive means small, poorly fitted or top-dose-only effect, or another doubt; inactive means no such curve, though single readings can be large; an effect the other way counts as inactive or inconclusive. Unless noted, on the % scale 0 is the no-effect control and ±100 the full control effect.
SMILES,AmpC inh no detg,TbPYK inhibitor,AmpC detergent,LmPK inh,AMA1 RON2 block,HCMV antiviral,Sm TGR block
COc1ccc(CN2CCNC(=O)C2CC(=O)N(Cc2nccn2C)C(C)C)c(OC)c1 (stereo not given),2%,-6%,-1%,2%,4%,-22,?
O=C(/C=C/c1ccccc1)N1CCN(Cc2cc(=O)n3nc(-c4ccccc4)sc3n2)CC1,.,3%,19%,.,.,?,-1%
O=C(CSc1nc2ccccc2o1)Nc1nc2ccc(Br)cc2s1,-35%,-2%,1%,5%,33%[activator],6,0%
COC(=O)c1sccc1NC(=O)COc1ccc(F)cc1Cl,-20%,4%,-5%,-9%,11%,46,.
CC(=O)Oc1ccc(-c2nc(-c3cccnc3)no2)cc1,-13%,0%,?,5µM*,-2%,54,2%
O=C(OCC(=O)N1CCc2ccccc21)c1ccccn1,16%,-4%,-8%,-7%,-3%,-27,.
CCc1ccccc1NC(=O)c1nnn(CC(=O)Nc2c(C)cc(C)cc2C)c1N,.,0%,0%,.,.,-14,-25%
Cc1nc(N2CCN(c3ccccn3)CC2)c2c(C)c(C(=O)Nc3c(F)cc(F)cc3Br)sc2n1,30%,10%,-6%,3%,-2%,?,-4%
COCCN1C(=O)c2oc3ccccc3c(=O)c2C1c1ccc(C(=O)OC)cc1 (stereo not given),-11%,-1%,?,-1%,1%,13,0%
COc1ccc(OC)c(C2SCCN2S(=O)(=O)c2cccc(C(F)(F)F)c2)c1 (stereo not given),19%,-7%,-12%,-1%,-5%,-61*,10%
CC1CN(C(=O)C2(C)CC2(Cl)Cl)CC(C)O1 (stereo not given),-13%,0%,-12%,-3%,12%,-20,3%
Nc1ccc(-n2cc(-c3ccccc3)[nH]c2=S)cc1,-21%,2.5µM*,-5%,?,71%[activator],15,12%
CCOC(=O)c1c(/N=C/C2C(=O)NC(=O)NC2=O)sc2c1CCC2,-34%,-15%,-3%,3%,-12%,-29,-34%
O=C(Cn1cnc2cc([N+](=O)[O-])ccc2c1=O)Nc1ccc(Br)cc1,-49%,0%,-3%,2%,36%[activator],?,-13%
Cc1ccccc1Cn1ccc(NC(=O)c2cc3ncc(Br)cn3n2)n1,-36%,-21%,-8%,-1%,3%,-29,25%
Cc1ccc(C(=O)n2nc(-c3cccnc3)nc2N)cc1,-15%,5%,-18%,-3%,-4%,0,-13%
Cc1cccc(NC(=O)CCCc2ccccc2)c1C,-17%,-1%,-2%,6%,-2%,-20,3%
CCc1nc2ccccc2nc1N1CCN(S(=O)(=O)c2ccccc2)CC1,-1%,-5%,9%,1%,-11%,-68*,11%
CCC(=O)c1cc(F)c(N2CCN(C(=O)c3ccco3)CC2)cc1C,?,-8%,?,2%,-10%,20,5%
COc1ccc2nc(NC(=O)CS(=O)(=O)c3ccc(C)cc3)sc2c1,-22%,-1%,3%,-5%,14%,1,-3%
CC1CCCN(S(=O)(=O)c2cc3c4c(c2)C(C)C(=O)N4CCC3)C1 (stereo not given),5%,2%,-1%,9%,-10%,-31,-15%
COc1ccc(NC(=O)[C@H](C)NC(=O)C2CCN(S(=O)(=O)c3ccc(OC)cc3)CC2)cc1,30%,4%,-9%,-6%,-10%,0,33%
CCOC(=O)c1ccoc1CSCC(=O)N1CCN(S(=O)(=O)c2ccc(C)cc2)CC1,65%[activator],1%,0%,6%,-6%,-8,-30%
CN(C)c1cccc(NC(=O)c2ccc(-c3ccc(F)c(F)c3)c3ccoc23)c1,.,5%,.,.,?,1,.
O=Cc1cc2c(cc1[B-](F)(F)F)OCO2,.,-4%,.,.,8%,-33,.
COC(=O)C1CCN(C(=O)COC(=O)CNC(=O)c2ccc(Cl)cc2Cl)CC1,-17%,4%,-3%,.,1%,-4,-8%
COc1ccc(S(=O)(=O)N2CCC(C(=O)NCc3ccccn3)CC2)cc1OC,-2%,-11%,-2%,6%,4%,29,-5%
COc1ccc2nc(SCC(=O)NCC3CCCO3)c(C#N)cc2c1 (stereo not given),-5%,-2%,-10%,-1%,-1%,126,-8%
CC(=O)NC(=S)c1c(N)n(Cc2ccccc2)c(=O)n(C)c1=O,-35%,.,5%,1%,.,.,-5%
COCCCN(C(=O)c1ccc(-c2ccc(C(C)=O)cc2)o1)c1c(N)n(CC(C)C)c(=O)[nH]c1=O,.,-4%,.,.,-3%[11.6 µM],-28,.
Cn1c(=O)[nH]c(=O)c2c1nc(Br)n2CC(O)COCc1ccccc1 (stereo not given),-13%,-10%,?,5%,7%,50,6%
COc1ccc(N(C)S(=O)(=O)c2cccc(C(=O)Nc3cccc(C(=O)NC4CC4)c3)c2)cc1,-30%,-8%,-20%,.,-3%,-8,0%
COc1cc(NS(=O)(=O)c2ccc(N/C=C\C(=O)c3ccc(F)cc3)cc2)nc(OC)n1,32%,-9%,-7%,1%,-3%,31,-8%
CCC(=O)Oc1ccc(C2N(C(=O)CC)CCN2S(=O)(=O)c2ccc(C)cc2)cc1OC (stereo not given),133%[activator],-1%,5%,2%,-1%,21,20%
CC(C)CC(N)c1csc(Nc2ncccn2)n1 (stereo not given),.,3%,.,.,122%[activator],-27,.
CNCc1ccccc1Sc1cc(O)ccc1O,-33%,?,?,?,11µM*,?,3.5µM*
Cc1cccc(NC(=O)CSc2nc3c([nH]c4ccccc43)c(=O)n2-c2ccc(F)cc2)c1C,.,-5%,-1%,.,.,-34,11%
COc1ccc(C(=O)NCc2nnc(SCC(=O)N3CCc4ccccc43)o2)cc1OC,-23%,-10%,-7%,5%,0%,44,5%
CC(C)(Cc1ccc(O)cc1)NC(=O)CC(=O)N=Nc1c(O)[nH]c2cc(Br)ccc12,-26%,-1%,-3%,3%,?,-35,-7%
CC(=O)Nc1ccc(NC(=O)C2CCCN2C(=O)Nc2ccccc2[N+](=O)[O-])cc1 (stereo not given),-13%,3%,-14%,-1%,11%,2,.
Cc1ccc(C(=O)Nc2ccn(Cc3ccc(F)cc3)n2)o1,-8%,2%,-7%,-1%,-2%,-4,0%
COc1ccc(CCNC(=O)c2cc(S(=O)(=O)N3CCCCC3)ccc2Cl)cc1,-5%,?,?,.,-3%,-19,-7%
CN1C(=O)C(CC(=O)O)S/C1=N\N=C\c1ccc(O)cc1O (stereo not given),-27%,-9%,12%,-16%,84%[activator],0,-25%
CN(C)CCN(C)C1CN(C2CCCC2)S(=O)(=O)C1 (stereo not given),.,0%,.,.,1%,-16,.
CC1C(=O)N(Cc2cn(CC3CCCCC3)nn2)CCS(=O)(=O)N1Cc1ccc(-c2ccc(Cl)c(Cl)c2)cc1 (stereo not given),.,5%,.,.,-1%,-5,.
O=C(Nc1cccc(-n2cnnn2)c1)c1cnccc1Cl,-8%,2%,-17%,6%,-7%,0,-16%
COc1ccccc1-c1ocnc1C(=O)N1CCN(C(=O)C(c2ccccc2)c2ccccc2)CC1,139%[activator],4%,4%,2%,-9%,-28,-11%
CN1C(=O)/C(=C/c2cccc(Cl)c2)Sc2ccc(C(=O)NCc3cccnc3)cc21,106%[activator],2%,4%,-1%,-7%,-14,8%
COc1ccc(N2CCN(S(=O)(=O)CCNC(=O)COc3ccc(Cl)cc3)CC2)cc1,26%,1%,-2%,-1%,-9%,27,-2%
CC(=O)Nc1ccc2nc(NC(=O)COc3ccc(C)cc3)sc2c1,9%,3%,-7%,0%,-9%,38,0%

# (list continues)
SMILES,AmpC inh no detg,TbPYK inhibitor,AmpC detergent,LmPK inh,AMA1 RON2 block,HCMV antiviral,Sm TGR block
COCCN(Cc1cc2cc(C)cc(C)c2nc1Cl)C(=O)Nc1ccccc1,2%,-3%,0%,-1%,-1%,2,8%
O=S1(=O)N=C(Nc2cccc(C(F)(F)F)c2)c2ccccc21,.,0%,2%,.,.,-27,2%
COc1ccccc1NC(=O)CSc1nnc(-c2ccc(C)cc2)o1,-17%,-9%,-7%,-1%,-6%,23,2%
CC1=C(C(=O)N2CCOCC2)C(c2c(C)cc(C)cc2C)NC(=S)N1 (stereo not given),-22%[11.4 µM],-1%,-15%,0%,4%,?,-4%
O=C(COc1ccc(C(=O)c2ccccc2)cc1)Nc1ncccc1O,.,3%,.,.,95%[activator],-4,.
Cn1c(O)c(/C=N/N2CCCCC2)c(=O)[nH]c1=O,-9%,-10%,-1%,0%,-3%,-9,-6%
O=C(NCc1ccco1)C1CCCN1C(=O)Nc1ccccc1[N+](=O)[O-] (stereo not given),-17%,4%,-1%,2%,-5%,20,-2%
COc1cccc(C(=O)Nc2nc(-c3ccncc3)cs2)c1,-9%,-20%,-1%,9%[11.5 µM],10%,?,0%
CCC(C)Nc1nc(Cl)nc(NCCOc2ccccc2)n1 (stereo not given),-30%,1%,-11%,2%,5%,-31,-22%
C[C@@H]1CN([C@H](C)CO)S(=O)(=O)c2ccc(-c3ccc(C(=O)N(C)C)cc3)cc2O[C@H]1CN(C)C(=O)Cc1ccccn1,.,-5%,.,.,-3%,16,.

# Compound profiles, from the list above. Order of values: AmpC inh no detg	TbPYK inhibitor	AmpC detergent	LmPK inh	AMA1 RON2 block	HCMV antiviral	Sm TGR block
# COCCCN(C(=O)c1ccc(-c2ccc(C(C)=O)cc2)o1)c1c(N)n(CC(C)C)c(=O)[nH]c1=O across the screens: .	-4%	.	.	-3%[11.6 µM]	-28	.
# COc1ccc(NC(=O)[C@H](C)NC(=O)C2CCN(S(=O)(=O)c3ccc(OC)cc3)CC2)cc1 across the screens: 30%	4%	-9%	-6%	-10%	0	33%
# CC1C(=O)N(Cc2cn(CC3CCCCC3)nn2)CCS(=O)(=O)N1Cc1ccc(-c2ccc(Cl)c(Cl)c2)cc1 (stereo not given) across the screens: .	5%	.	.	-1%	-5	.

# Later entries
SMILES,AmpC inh no detg,TbPYK inhibitor,AmpC detergent,LmPK inh,AMA1 RON2 block,HCMV antiviral,Sm TGR block
Cn1c(=NC(=O)C2CC2)sc2cc(F)cc(F)c21,-14%,1%,-12%,1%,4%,61,0%
O=C(NCCc1ccccc1Cl)C1CCN(S(=O)(=O)c2cccs2)CC1,-18%,5%,-13%,-3%,5%,-26,?
COc1cccc(OC)c1C(=O)NC(=S)Nc1ccc(N2CCOCC2)c(Cl)c1,-10%,-3%,-2%,2%,16%,-19,.
Cc1ccc2c(c1)c1c(c(=O)n(-c3ccccc3C)c(=O)n1CC(=O)NCC1CCCO1)n2C (stereo not given),59%,-6%&0%,-2%&-5%,-3%,2%,-34&-24,-3%&3%
O=Cc1c[nH]c2ccc(S(=O)(=O)N3CCCCC3)cc12,.,-3%,.,.,-4%,42,.
